# Assay outcomes as filed in PubChem BioAssay.
# TIM10 inh = growth inhibitors of isogenic TIM10 control yeast, primary screen, counter-screen for tim10-1 yeast inhibitor project, luminescence, uHTS; inhibition, % at 10 µM; 330,000 compounds, 1.4% hits; S. cerevisiae TIM10 strain growth, BacTiter-Glo luminescence, 24 h;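 active means inhibition of 40% or more at the single tested concentration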;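 further: wild-type TIM10 isogenic control strain grown at permissive 25 °C; 0% = DMSO yeast wells and 100% = minimal medium wells without yeast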
# tim23-1 inh = growth inhibitors of tim23-1 mutant yeast, primary screen, luminescence, uHTS; S. cerevisiae tim23-1 growth, BacTiter-Glo luminescence, 24 h; inhibition, % at 20 µM; 330,000 compounds, 1.3% hits; AID 463212, 2010;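 active means growth inhibition of the mutant yeast at or above 50%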;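 further: temperature-sensitive mutant grown at 25 °C; plate controls were DMSO-treated mutant yeast for no effect and medium wells lacking yeast for full effect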
# MPTP inh = mitochondrial permeability transition pore inhibitors, primary screen, biochemical, isolated mouse mitochondria, absorbance; Ca2+ swelling absorbance, 30 min; inhibition, % at 10 µM; 360,000 compounds, 1.4% hits;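 active means inhibition of 50% or more, scaled per plate between neutral and stimulator controls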;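 further: 0% = DMSO wells given calcium and 100% = 1 mM EGTA wells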
# NR3A LBD binder = binders of NR3A ligand-binding domain, primary screen, biophysical, differential scanning fluorimetry, uHTS; NR3A LBD differential scanning fluorimetry, Tm shift; 0% = protein alone, 100% = glycine-bound protein; Tm shift relative to glycine control, % at 25 µM; 340,000 compounds, 2.5% hits;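 active means melting temperature shift of at least 10% of the positive control shift, at one fixed dose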
# NLRP3 yeast inh = NALP3 inflammasome inhibitors in reconstituted yeast, primary screen, luminescence, uHTS | Yeast reconstituted NLRP3/ASC/caspase-1, beta-gal luminescence, 24 h | inhibition, % at 10 µM | 330,000 compounds, 0.39% hits;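 active means inhibition of 50% or more; inactive means inhibition below 50%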;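 further: plate controls were induced DMSO wells for no effect and uninduced yeast grown without galactose for full effect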
# tim10-1 inh = growth inhibitors of tim10-1 mutant yeast, primary screen, luminescence, uHTS | S. cerevisiae tim10-1 ts strain growth, BacTiter-Glo, 24 h | inhibition, % at 20 µM | 330,000 compounds, 2.2% hits | AID 463190, 2010;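 active means inhibition of at least 40%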;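 further: mutant grown at 25 °C; 0% = DMSO wells with yeast and 100% = wells holding no yeast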
# APJ antag = antagonists of human apelin receptor APJ, primary screen, CHO-K1 cells, beta-arrestin complementation, luminescence. 330,000 compounds, 0.32% hits. AID 2521, 2010. inhibition, % at 20 µM. P35414;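 active means inhibition above about 40% at 20 µM, limit read from the data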;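 further: cells challenged with 10 nM apelin-13 agonist together with compound; plate controls were apelin-13 plus DMSO wells for no effect and DMSO wells lacking apelin-13 for full effect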
# Target sequence (P35414 whole entry, looked up): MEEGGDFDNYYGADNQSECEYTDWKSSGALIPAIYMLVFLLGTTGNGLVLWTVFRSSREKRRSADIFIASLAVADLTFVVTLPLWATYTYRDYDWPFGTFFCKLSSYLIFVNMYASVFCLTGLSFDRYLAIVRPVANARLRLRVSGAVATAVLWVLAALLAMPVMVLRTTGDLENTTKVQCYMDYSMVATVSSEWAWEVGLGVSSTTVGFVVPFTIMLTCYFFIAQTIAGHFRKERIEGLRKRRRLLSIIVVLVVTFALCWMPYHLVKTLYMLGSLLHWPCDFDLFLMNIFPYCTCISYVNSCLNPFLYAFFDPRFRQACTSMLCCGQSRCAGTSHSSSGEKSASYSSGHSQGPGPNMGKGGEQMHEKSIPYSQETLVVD
# APJ ag = agonists of human apelin receptor APJ, primary screen, CHO-K1 cells, PathHunter beta-arrestin, luminescence; 0% DMSO wells, 100% apelin; 330,000 compounds, 0.11% hits; activation, % at 20 µM;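 active means activation more than six SD over the plate average, tested at 20 µM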;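 further: 0% = DMSO alone and 100% = apelin-13 at 10 nM; some results filed as inactive read as strong as hits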
#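 system = engineered CHO-K1 APJ arrestin reporter cells | input = 1000 cells per well | timing = overnight seeding, 90 min compound at 25 °C, 1 h detection | measured by = enzyme-fragment complementation luminescence | read-out = beta-arrestin recruitment to APJ as agonist activity, luminescent signal | control set = negative DMSO alone, positive Apelin-13 at 10 nM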
# beta cell repl = inducers of MIN6 beta-cell proliferation, primary screen, ATP luminescence, uHTS. MIN6 cells proliferation, ATPlite luminescence, 48 h; cells starved in 0.2% serum; 100% = growth in 10% serum. proliferation, % at 10 µM. 330,000 compounds, 0.29% hits. AID 2380, 2010;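 active means compounds whose signal lies at least 3.5 SD above the mean of all wells on their plate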;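 further: 0% = DMSO-treated cells in low-serum medium and 100% = 10% serum control; some compounds called inactive have numbers as strong as hits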
# An asterisk follows results filed as active; . = no result given. Rows were taken by chance (roughly 7.2% active in at least one column).
SMILES,TIM10 inh,tim23-1 inh,MPTP inh,NR3A LBD binder,NLRP3 yeast inh,tim10-1 inh,APJ antag,APJ ag,beta cell repl
COc1cccc(C(=O)OCC(=O)NCC2CCCO2)c1 (stereo unspecified),-5.3,3.1,0.0,1.9,7.8,-10.5,0.7,-4.3,-3.0
O=C(COc1ccc(/C=N/NC(=O)c2ccc(O)cc2)cc1)Nc1cccc([N+](=O)[O-])c1,-11.5,-13.6,0.2,31.1*,18.4,-23.8,-13.7,-0.5,3.4
COc1ccc(-c2cc(=O)oc3c(C)c(OC(=O)c4cccs4)ccc23)cc1,3.8,-4.7,18.2,0.2,-11.3,10.7,-9.1,1.2,-4.5
Cc1ccccc1NC(=O)CSc1nnc(C)c(=O)[nH]1,1.4,9.9,-1.7,0.3,5.7,-1.6,-5.9,-1.4,-1.6
Cc1ccc(NS(=O)(=O)c2ccc(NC(=O)c3ccccc3C(=O)O)cc2)c(C)c1,5.7,22.6,2.8,1.1,-2.4,18.3,-0.1,-1.1,-3.4
CCCCCC(=O)Nc1ccc(N2CCOCC2)c(S(=O)(=O)Nc2ccc(OC)cc2)c1,14.6,12.7,-1.0,-8.4,1.1,10.7,-4.0,1.0,-2.9
CC1=NNC(=O)C1C(c1ccc(Cl)cc1)C(C#N)C#N (stereo unspecified),-4.0,34.6,6.4,3.3,21.9,25.4,13.1,-0.8,-0.8
Cc1cc(NC(=O)c2cc(-c3cccs3)on2)nn1Cc1ccc(Cl)cc1,-1.0,-16.8,4.8,0.3,0.2,-20.4,-4.0,-4.5,0.4
COc1ccc(/C=C2\Sc3ccc(C(=O)N4CCOCC4)cc3N(C)C2=O)cc1,6.9,12.2,-1.4,1.6,-3.0,11.7,4.3,-0.6,1.9
COC(=O)c1cn(C(=O)c2ccc(C)cc2C)c2ccccc12,10.4,23.1,-0.8,2.5,1.0,19.1,-3.4,-6.0,-5.2
O=C(O)CSC(C(=O)Nc1ccc(Br)cc1)c1ccccc1 (stereo unspecified),10.1,-1.9,0.9,2.1,-10.3,15.3,5.7,-2.0,-4.9
COc1ccc(NC(=O)C2=CC(c3ccc(OC)cc3)=NS(=O)(=O)N2C)cc1,10.7,1.1,1.9,-6.8,15.9,15.4,3.5,4.0,-1.4
Cc1ccc(-c2c[n+](CC(=O)Nc3nc(-c4ccccc4)cs3)c3n2CCC3)cc1,-6.8,-67.7,1.4,2.0,0.8,-51.8,-2.3,-0.3,-1.5
O=C(COC(=O)/C=C/c1ccccc1[N+](=O)[O-])NNC(=O)c1ccc(F)cc1,-10.0,12.8,0.1,0.2,21.1,0.6,11.0,0.2,-1.1
C/C(=N\OCc1nc2ccccc2c(=O)n1/N=C/c1cc(C)cc([N+](=O)[O-])c1O)c1ccccc1,38.7,41.2,-1.4,0.8,11.3,24.5,16.3,-3.8,-5.3
CCCCN(C)Cc1c(C)[nH]c2ccc(Cl)cc2c1=O,14.7,10.6,-0.2,-1.6,9.7,14.9,11.4,-0.2,2.1
Cn1c(Cn2c(=O)sc3ccccc32)nnc1SCC(=O)NCCc1ccccc1,17.6,30.2,-2.1,-0.3,6.3,27.4,7.1,-5.5,-4.5
COc1ccc(NC(=O)N(C)C[C@H]2Oc3c(NC(=O)c4nc5ccccc5s4)cccc3C(=O)N([C@@H](C)CO)C[C@H]2C)cc1,-0.4,20.4,-0.6,-4.7,3.8,5.4,9.0,-2.9,-5.1
Cc1cc(NC(=O)CSc2nc3ccccc3c(=O)n2C2CCCC2)no1,20.0,1.2,2.2,-1.0,11.6,-0.5,-10.9,-1.8,-5.7
CC(NC(=O)c1ccc(C#N)cc1)C1CC2CCC1C2 (stereo unspecified),-5.1,23.2,4.2,-1.5,6.0,21.6,0.3,-0.9,0.0
CC(NC(=O)Cc1ccc(S(=O)(=O)N2CCOCC2)s1)c1ccc(Cl)c(Cl)c1 (stereo unspecified),13.1,9.8,0.7,-2.3,13.7,8.7,-42.4,1.2,-5.5
COc1ccc(Cc2nc3c4c(ncn3n2)Oc2c(ccc3ccccc23)C4c2ccc(OC)c(OC)c2)cc1 (stereo unspecified),0.4,12.0,2.4,0.9,5.3,15.0,-5.0,-1.5,-3.6
Cc1ccc(/C=C/C(=O)O)cc1S(=O)(=O)N(C)CCO,-1.8,-2.9,-0.7,-2.7,-16.9,-6.5,1.0,-3.6,2.4
C(#Cc1ccccc1)Cn1nnc2ccccc21,-0.8,16.3,1.2,3.1,30.4,-9.5,-5.7,0.4,-2.7
N#CCC(=O)Nc1ccc(C(=O)OCC(=O)Nc2ccccc2Sc2ccccc2)cc1,3.8,14.8,-1.2,16.4*,13.8,10.2,1.0,1.5,-5.4
COc1ccc(C)cc1NC(=O)CSc1ccc(-c2cccnc2)nn1,-8.9,9.8,4.1,0.4,7.5,-10.0,-26.9,0.3,3.2
CCc1nnc(NS(=O)(=O)c2ccc(N=Cc3c(C)[nH]n(-c4ccc(C)c(C)c4)c3=O)cc2)s1,26.6,21.0,4.9,2.8,4.0,38.4,0.1,1.3,0.0
CCN(CC)S(=O)(=O)c1ccc(N2CCCC2)c(NS(=O)(=O)c2cccs2)c1,8.8,31.6,-2.4,-0.9,-1.5,10.7,5.4,-3.1,-2.9
CCCn1c(N)c(Sc2ccccc2[N+](=O)[O-])c(=O)n(CCC)c1=O,-9.7,19.0,-0.8,1.0,7.5,11.6,13.8,-1.1,0.0
CNC(=S)N1CCN(c2cccc(OC)c2)CC1,-0.1,9.6,0.4,-0.6,12.7,12.1,-14.9,-3.9,-2.0
Cc1oc2c(C)c3oc(=O)c(CCC(=O)NCCCN4CCCC4=O)c(C)c3cc2c1C,-2.6,-6.4,-1.4,-0.5,-1.1,-6.7,8.1,-2.8,-0.7
Cc1ccc(NC(=O)c2cccc(OCc3c(C)noc3C)c2)cc1S(=O)(=O)Nc1ccccc1Cl,18.0,14.5,8.1,-1.6,-1.5,8.3,-3.0,-1.9,-3.3
O=C(NC(Cc1ccccc1)C(=O)O)/C(=C/c1cccc([N+](=O)[O-])c1)NC(=O)c1cccc(Br)c1 (stereo unspecified),3.8,13.3,0.3,-3.4,7.3,12.7,3.8,-3.4,-1.2
CSc1sc(-c2n[nH]c(=S)n2C)c2c1C=CCC2,1.5,-16.1,1.9,2.5,22.8,7.1,-9.5,-3.1,-1.7
COc1ccc(N2C(=O)CC(N3CCC(c4nc5ccccc5[nH]4)CC3)C2=O)cc1 (stereo unspecified),17.7,16.6,0.8,-0.7,-10.2,30.9,-3.5,-1.9,-1.7
CCOc1ccc(-c2cc(NC(=O)c3c(F)cccc3F)c(C(=O)O)s2)cc1,4.6,38.4,2.6,-6.7,0.2,26.9,-4.2,2.2,-4.3
C/C(=N\NC(=O)C1CC1)c1ccccc1O,-4.8,6.1,-1.3,-2.0,-2.7,11.0,-20.2,-0.1,11.3*
COc1cccc(-c2cc(C(=O)Nc3cccnc3Cl)no2)c1,11.2,-13.4,-0.8,-0.2,24.6,-21.1,1.6,-0.7,1.9
COC(=O)c1ccccc1S(=O)(=O)NC(=O)c1ccccc1,-5.1,1.0,1.8,1.0,11.5,4.2,2.9,4.1,-2.6
CCCCCCC1CC(CCc2nc(=S)[nH][nH]2)C(=O)O1 (stereo unspecified),11.4,0.7,2.0,-8.2,22.8,13.1,0.7,-3.5,-1.9
O=C(O)/C=C/C(=O)N(Cc1ccc2c(c1)OCO2)C1CC(=O)N(CCc2ccccc2)C1=O (stereo unspecified),17.5,16.8,0.0,1.7,7.9,4.9,0.2,-1.8,-2.5
CCN(C[C@H]1N[C@@](C)(C(=O)OC)[C@H]2C(=O)N(C)C(=O)[C@@H]12)C(=O)Nc1ccc(C)cc1,3.2,-4.8,-2.1,0.8,8.3,-14.6,3.7,-3.9,1.1
CCn1c(COc2ccccc2)nnc1SCC(=O)c1cccc([N+](=O)[O-])c1,30.6,23.3,0.7,0.5,9.4,30.4,11.6,1.2,-4.1
Cc1ccc(CSCC2Nc3ccc(C(=O)N4CCN(c5cccc(C)c5)C(C)C4)cc3NC2=O)cc1 (stereo unspecified),-7.5,12.6,.,.,3.0,29.3,16.1,-3.2,-7.1
CCOC(=O)c1csc(NC(=O)c2ccccc2)n1,15.5,18.5,0.9,0.4,9.7,2.7,18.1,7.9,1.8
O=C1/C(=C/c2ccc(F)cc2)SC(=S)N1Nc1ncc(C(F)(F)F)cc1Cl,-6.5,11.5,1.5,1.5,9.3,23.4,17.8,-0.2,-4.0
CC(C)(C)c1cc(C(=O)NN)n(Cc2ccc(F)cc2)n1,14.5,28.9,1.7,0.2,-2.5,31.8,-14.2,7.2,-0.7
CC(=O)c1c(C)[nH]c(C(=O)Nc2cccc(S(=O)(=O)N3CCOCC3)c2)c1C,-8.6,4.8,4.0,-1.3,1.9,9.5,2.8,-1.4,0.0
Cc1noc(NS(=O)(=O)c2ccc(NC(=O)COc3ccc(Cl)cc3Cl)cc2)c1C,7.7,9.2,2.4,0.8,-11.0,13.6,2.0,-3.6,2.6
Cc1nc2nc[nH]n2c(=O)c1CC(=O)O,-2.2,-7.2,-0.6,-2.6,14.1,-3.9,13.0,1.6,-0.7
CC(C)CNS(=O)(=O)c1ccc(S(=O)(=O)N2CCC(N3CCCCC3)CC2)cc1,-21.7,6.5,0.3,-0.7,5.3,2.9,-12.8,-1.4,2.9
C=CC[n+]1c(-c2ccc(Cl)cc2Cl)csc1Nc1c(C)n(C)n(-c2ccccc2)c1=O,30.1,52.3*,34.8,-4.4,27.1,48.8*,53.8*,-9.7,-4.2
COc1ccccc1NS(=O)(=O)c1cccc(NC(=O)c2nn(C)c(=O)c3ccccc23)c1,11.9,38.2,0.7,1.1,4.1,19.0,-14.3,-0.2,-1.5
Cc1ccc(NC2=C(Cl)C(=O)OC2OC(=O)c2ccco2)cc1C (stereo unspecified),17.8,21.3,1.8,0.7,6.9,25.7,5.9,-1.3,-6.7
O=C(O)CSc1c2c(nc3cc(C(=O)Nc4ccc(F)c(Cl)c4)ccc13)CCCC2,-0.4,-34.6,-2.3,-4.7,4.7,-11.4,17.8,-2.5,-0.4
CN1c2ccccc2C(=O)/C(=C\Nc2ccc(F)cc2)S1(=O)=O,4.7,14.9,1.5,-1.0,14.6,-6.2,11.9,1.8,-2.8
O=C(NCc1ccc2c(c1)CCO2)Nc1cccc(C(F)(F)F)c1,-16.5,13.9,66.9*,1.5,17.0,7.9,-8.1,2.9,0.2

# Random excerpt: 2 records from the list.
SMILES,TIM10 inh,tim23-1 inh,MPTP inh,NR3A LBD binder,NLRP3 yeast inh,tim10-1 inh,APJ antag,APJ ag,beta cell repl
COc1ccccc1NS(=O)(=O)c1cccc(NC(=O)c2nn(C)c(=O)c3ccccc23)c1,11.9,38.2,0.7,1.1,4.1,19.0,-14.3,-0.2,-1.5
CN1c2ccccc2C(=O)/C(=C\Nc2ccc(F)cc2)S1(=O)=O,4.7,14.9,1.5,-1.0,14.6,-6.2,11.9,1.8,-2.8
